Screening data: PubChem BioAssay, Broad Institute
CD40 NFkB inh: inhibitors of CD40-induced NF-kB signaling, primary screen, BL2 cells, luciferase reporter, single point; CD40L-induced, 4 h; inhibition, % at 10 µM; 83,000 tested, 0.94% active; AID 1053188, 2014;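 active = mean inhibition of at least 50% with a set share of replicates also reaching that level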;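 also: 0% = neutral control wells and 100% = IKK inhibitor VII at 50 µM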
Starred values were filed as active, the others as inactive; [ ] = remark or other dose.

SMILES | CD40 NFkB inh
CCn1c(C)nc2cc(N)ccc21 | 25.8
NC(COCc1ccccc1)c1csc(Nc2ccc(S(N)(=O)=O)cc2)n1 (configuration not stated) | 0.3
Cc1noc(C)c1C(=O)Nc1cccnc1 | 4.5
C/C(CC(C)C)=N\NS(=O)(=O)c1ccc(C)c([N+](=O)[O-])c1 | 9.3
Cc1nc2ccc(CCO)cc2s1 | -0.1
CSc1ncnc2sc(C)c(C)c12 | 4.3
O=C(Nc1nc2ccc(S(=O)(=O)N3CCCCC3)cc2s1)C1CCCO1 (configuration not stated) | 7.7
CN(c1ccccc1)S(=O)(=O)c1cccc(NC(=O)C2=NNC(=O)CC2)c1 | 6.8
Cc1cc(/C=C(\C#N)C(=O)O)c(C)n1CC1CCCO1 (configuration not stated) | 7.8
Cc1cc(C)c2c(CC(=O)N3CCCC3)coc2c1 | -9.8
CC1(C)Cc2nc3sc4c(=O)n(CC(=O)NCc5ccccc5)cnc4c3cc2CO1 | 0.7
C[C@@H]1CN([C@@H](C)CO)C(=O)c2c(c3ccccc3n2C)-c2ccccc2CO[C@@H]1CN(C)C(=O)[C@@H]1CCCN1C | -11.9[25 µM]
c1ccc(Sc2ncnc3c2oc2ccccc23)nc1 | -61.8
O=C(c1ccccc1)N1CCN(CC(O)Cn2ccc3ccccc32)CC1 (configuration not stated) | -0.4
CC(=O)c1c(C)c2c(n1CCN(C)C)CCCC2 | 10.9
CCc1nn(CC(=O)N2CCC(C(N)=O)CC2)c(=O)c2cc3occc3n12 | 11.7
Cc1cccc(S(=O)(=O)N(C)C[C@H]2OCc3ccccc3-c3ccccc3C(=O)N([C@@H](C)CO)C[C@@H]2C)c1 | -9.9
CSCC[C@H](NC(=O)c1cccc(S(=O)(=O)N2CCCCCC2)c1)c1nc2ccccc2[nH]1 | 3.5
CC(C)N1CC(C(=O)O)CC1=O (configuration not stated) | 2.4
COc1ccc(-c2ccc([C@H]3[C@@H](CO)N4CCCCN(C(=O)c5ccc(F)cc5)C[C@@H]34)cc2)cc1 | 4.2[25 µM]

Two entries from above, set out differently:
> C[C@@H]1CN([C@@H](C)CO)C(=O)c2c(c3ccccc3n2C)-c2ccccc2CO[C@@H]1CN(C)C(=O)[C@@H]1CCCN1C
  CD40 NFkB inh = -11.9[25 µM]

> c1ccc(Sc2ncnc3c2oc2ccccc23)nc1
  CD40 NFkB inh = -61.8

Four entries picked at random from those above:
SMILES | CD40 NFkB inh
Cc1cccc(S(=O)(=O)N(C)C[C@H]2OCc3ccccc3-c3ccccc3C(=O)N([C@@H](C)CO)C[C@@H]2C)c1 | -9.9
NC(COCc1ccccc1)c1csc(Nc2ccc(S(N)(=O)=O)cc2)n1 (configuration not stated) | 0.3
CSCC[C@H](NC(=O)c1cccc(S(=O)(=O)N2CCCCCC2)c1)c1nc2ccccc2[nH]1 | 3.5
O=C(Nc1nc2ccc(S(=O)(=O)N3CCCCC3)cc2s1)C1CCCO1 (configuration not stated) | 7.7

Next section
SMILES | CD40 NFkB inh
Cc1nn(C)cc1CNC(=O)C1C2CCC(C2)C1C(=O)O (configuration not stated) | 24.4
Cc1ccccc1OCC(=O)N/N=C/c1ccco1 | -6.9
Cc1ccccc1-c1ccccc1[C@@H]1[C@H](C#N)N(C(=O)c2cccc(F)c2)[C@H]1CO | 2.7[25 µM]
CC(CN(C)Cc1nc(Cc2cccc(C(F)(F)F)c2)no1)CN1CCCC1 (configuration not stated) | 7.3
CCN1CCc2c(sc(NC(=O)C3CCCCC3)c2C(=O)OC)C1 | -10.0
CCCCOc1ccc(S(N)(=O)=O)cc1 | 0.5
O=C(Nc1ccc(NC(=O)c2cccs2)cc1)c1ccc2c(c1)OCCO2 | 3.4
COCc1nnc(NC(C)=O)s1 | 10.5
Cc1sc2nc(SCC(=O)NCCO)n(-c3ccccc3)c(=O)c2c1C | 0.8
C[C@@H]1CN([C@H](C)CO)C(=O)CCCn2nncc2CO[C@H]1CN(C)Cc1cccc2c1OCCCO2 | 6.6[25 µM]
Cc1cccc(C)c1NC(=O)CN(C)C(=O)CC1CC2CCC1C2 (configuration not stated) | 10.3
CN(C)C(=O)[C@H]1[C@H](CO)[C@H]2Cn3c(ccc(C4=CCCC4)c3=O)[C@@H]1N2CC1CC1 | -1.6
CCS(=O)(=O)c1ccc2c(c1)N(S(C)(=O)=O)CC(C(=O)NCCOC)O2 (configuration not stated) | 5.7
Cc1ccc(C(=O)OCc2cn(-c3ccccc3)nn2)cc1 | 1.6
COC(=O)c1sccc1-n1cccc1C(=O)C(=O)Nc1ccc(F)cc1 | 9.9
O=C(O)C1CCN(S(=O)(=O)/C=C/c2ccccc2)CC1 | 13.1
CN1C(=O)CN2CCc3ccccc3C2c2cc(Cl)ccc21 (configuration not stated) | 5.3
CC(C)CNC(=O)Nc1ccccc1F | -3.5
O=C(C1CCCCN1S(=O)(=O)c1ccccc1[N+](=O)[O-])N1CCOCC1 (configuration not stated) | 3.1
CCS(=O)(=O)N1CCCCN2[C@H](C1)[C@@H](c1ccc(-c3ccc(C#N)cc3)cc1)[C@@H]2CO | 13.3[25 µM]
Cc1nc2ccc(NC(=O)N3CCN(c4ccccn4)CC3)cc2s1 | -1.2
COc1cccc(C(=O)N2CCN(C(=O)c3cccc4ccccc34)CC2)c1OC | 11.8
Cc1nc(C)c(C(=O)OCC(=O)NCc2ccccc2)s1 | 0.0
COc1cc(CN2CC3(CN(C(=O)CN4CCOCC4)C3)c3c(n(C)c4cc(OC)ccc34)[C@H]2CO)cc(OC)c1 | 17.3[25 µM]
C=C(C)CN(CC)C(=O)CN1C(=O)NC2(CCc3ccccc32)C1=O (configuration not stated) | 5.2
Cc1cccc(NC(=O)c2cc(-c3ccc(C)s3)nc3ccccc23)n1 | 1.2
O=S(=O)(NCc1ccc2c(c1)OCO2)c1ccc2c(c1)oc1ccccc12 | 7.9
COc1ccc(NC(=O)CN(C)C(=O)c2ccc3ccccc3n2)cc1 | -1.5
O=C(OCc1ccccc1)C1CCN(S(=O)(=O)c2cccs2)CC1 | 1.1
Cc1cccc(OCC(=O)Nc2ccc(N3CCN(C(=O)c4ccco4)CC3)cc2)c1C | 22.1
CN(C)c1ccc2c(c1)[C@@H]1C[C@H](CC(=O)NCCN3CCCCC3)O[C@H](CO)[C@@H]1O2 | -10.8[25 µM]
Nc1ccc(C(O)(C(F)(F)F)C(F)(F)F)cc1 | -1.9
CC=Cc1ccc2n(c1=O)C[C@@H]1[C@@H](CO)[C@H](C(=O)N[C@H](C)c3ccccc3)N(C(=O)c3cnccn3)[C@H]21 (mixture of isomers) | -2.2
CCCCNc1c([N+](=O)[O-])ncn1C | -1.3
Cc1noc(C)c1S(=O)(=O)N(C)C[C@@H]1OCCCC[C@@H](C)Oc2ccc(NS(=O)(=O)c3cn(C)cn3)cc2C(=O)N([C@@H](C)CO)C[C@H]1C | -11.7[25 µM]
CCN(CC(=O)Nc1ccc(NC(C)=O)cc1)C(=O)CCCOc1cccc(C)c1 | 8.5
COc1ccc(S(=O)(=O)N(C)C[C@H]2OCc3ccccc3-c3ccccc3C(=O)N([C@H](C)CO)C[C@@H]2C)cc1 | -5.8
N#Cc1c(-c2ccco2)cc(-c2cccnc2)nc1N | 1.5
Cc1cccc(OCCNC(=O)c2cc(-n3cnnc3)ccc2Cl)c1 | 5.7
C[C@H]1CN([C@@H](C)CO)C(=O)Cc2cc(NS(=O)(=O)c3ccc(F)cc3)ccc2O[C@@H]1CN(C)C(=O)Nc1ccc2c(c1)OCO2 | -3.7
N#C[C@H]1[C@@H](c2ccccc2C2=CCCCC2)[C@H](CO)N1S(=O)(=O)c1cccc(F)c1 | 29.4
O=[N+]([O-])c1ccc(CSc2ccc(S(=O)(=O)N3CCCCCC3)cn2)cc1 | -29.0
O=C(NCCc1ccccc1)c1oc2ccccc2c1COc1ccccc1 | -14.5
Cc1ccc(NC(=O)c2cc(NC(=O)c3ccco3)ccc2N2CCOCC2)cc1 | -9.5
CC(C)[C@H](NC(=O)CCCn1nnc2ccccc2c1=O)C(=O)O | 6.4
CCc1nn(C(C)C(=O)NC2CCCCCC2)c(=O)c2cc3occc3n12 (configuration not stated) | -19.3
CC(C)N(C(=O)CSc1nnc(NC(=O)c2ccco2)s1)C(C)C | 1.5
CN(C)C(=O)c1ccc(-c2ccccc2[C@H]2[C@H](C#N)N(C(=O)C3CC3)[C@H]2CO)cc1 | -9.8[25 µM]
CC=Cc1ccc2n(c1=O)C[C@@H]1[C@@H](CO)[C@H](C(=O)NCC(F)(F)F)N(C(=O)c3cccnc3)[C@H]21 (mixture of isomers) | -1.8[25 µM]
c1ccc(COc2ccc(CNn3cnnc3)cc2)cc1 | -7.9
O=C(CSc1ccc2c(c1)OCCO2)NCc1ccccc1 | 4.3
COc1ccccc1CNC(=O)CN1C(=O)N(C)C2(CCCCC2)C1=O | -1.3
O=C(O)CCCCCN1C(=O)/C(=C/c2cn(-c3ccccc3)nc2-c2cccs2)SC1=S | -3.8
C[C@@H]1CCCCO[C@H](CN(C)C(=O)CCC(F)(F)F)[C@@H](C)CN([C@H](C)CO)C(=O)c2cc(NC(=O)C3CCCCC3)ccc2O1 | 5.8[25 µM]
Cc1cc(C)n(CC(=O)NNC(=O)c2cncc(Br)c2)n1 | 8.8
CC1CCCC(C)N1CCCNC(=O)C1CCCN(S(=O)(=O)N2CCCCC2)C1 (configuration not stated) | 9.3
CC(C)NC(=O)CN1C(=O)c2ccccc2S1(=O)=O | 4.9
O=S(=O)(Nc1ccc2c3c(cccc13)CC2)c1ccccc1 | -16.1
O=[N+]([O-])c1ccc2[nH]ncc2c1 | 18.1
CCCCCSc1nc2c(c(=O)[nH]c(=O)n2C)n1C(C)C | 6.3

New compounds follow
SMILES | CD40 NFkB inh
N#C[C@@H]1[C@@H](c2ccccc2-c2ccccc2F)[C@H](CO)N1C(=O)C1CC1 | -5.6[25 µM]
Nc1c(C(=O)NCc2ccco2)nnn1Cc1ccccc1 | -5.0
CCN(CC)c1ccc(NC(=O)COc2ccc(-n3cnnn3)cc2)cc1 | -8.5
O=C(Nc1nc2ccccc2c2nc3ccccc3n12)c1ccc(F)cc1 | 5.6
CC(=O)Nc1ccc(S(=O)(=O)N[C@@H](C)C(=O)NC2CCCc3ccccc32)cc1 (some centres not stated) | 7.4
Cc1ccc(-c2nc(C3CCCN(S(=O)(=O)c4ccc(C)cc4)C3)no2)cc1 (configuration not stated) | 2.9
O=C(CCc1ccc(S(=O)(=O)NCc2ccccc2)cc1)NCc1ccco1 | 0.4
CC(NC(=O)Cn1nc(C(=O)O)c2ccccc2c1=O)C12CC3CC(CC(C3)C1)C2 (configuration not stated) | 10.4
Cc1ccc(OCCSc2ncccn2)c(C)c1 | -51.5
COc1ccc2nc3cc(Cl)ccc3c(Nc3ccc(O)c(CN4CCN(C)CC4)c3)c2c1 | 14.5
CCOC(=O)C1CCCN(C(=O)c2cc(S(=O)(=O)N3CCCCCC3)ccc2OC)C1 (configuration not stated) | 7.4
COn1c(SC2CCCCC2)nc2ccccc2c1=O | -5.1
CCOc1ccc(CCNC(=O)COC(=O)/C=C/c2ccc(OC(F)F)c(OC)c2)cc1OCC | 5.1
COc1cccc(OCC(=O)N(C)Cc2nc(-c3ccccc3)no2)c1 | -1.4
Cc1ccc(S(=O)(=O)N(C)c2cc(S(N)(=O)=O)c(C)cc2C)cc1 | 3.8
CC1CCc2cc(F)cc3c(=O)c(C(=O)O)cn1c23 (configuration not stated) | -4.8
CSc1n[nH]c(NC(C)=O)n1 | 8.1
Cc1noc(C)c1C(=O)OCC(=O)/C=C1/N(C)c2ccccc2C1(C)C | 3.7
CCC(C)NS(=O)(=O)c1ccc(N)cc1 (configuration not stated) | -3.7
O=C(NCC1CC1)[C@H]1[C@H](CO)[C@H]2Cn3c(ccc(C4=CCCC4)c3=O)[C@H]2N1C(=O)C1CC1 | 2.9[25 µM]

5 compounds out of the list above, sorted by the number in CD40 NFkB inh, low to high.
SMILES | CD40 NFkB inh
Cc1ccc(OCCSc2ncccn2)c(C)c1 | -51.5
COn1c(SC2CCCCC2)nc2ccccc2c1=O | -5.1
COc1cccc(OCC(=O)N(C)Cc2nc(-c3ccccc3)no2)c1 | -1.4
Cc1noc(C)c1C(=O)OCC(=O)/C=C1/N(C)c2ccccc2C1(C)C | 3.7
Cc1ccc(S(=O)(=O)N(C)c2cc(S(N)(=O)=O)c(C)cc2C)cc1 | 3.8

(continued)
SMILES | CD40 NFkB inh
CC(=NNC(=O)c1ccncc1)c1ccccc1O | -48.4
Cc1noc(C)c1S(=O)(=O)NC(=O)C1(C)CCN1C(=O)c1ccc(C2CCCCC2)cc1 (configuration not stated) | 6.1
Cc1cc(C(F)(F)F)nc(CCNC(=O)C2CCC(=O)N(Cc3cccc(F)c3)C2)n1 (configuration not stated) | 7.0
CCCCN(C(=O)CC1CCCC1)c1c(N)n(CCC)c(=O)[nH]c1=O | 2.6
COc1ccccc1NC(=O)C(C)OC(=O)CSCC(=O)Nc1ccc(C)cc1C (configuration not stated) | 1.9
N#C[C@@H]1[C@@H](c2ccc(C3=CCCCC3)cc2)[C@@H](CO)N1C(=O)Cc1ccncc1 | 6.4
O=C(N[C@H]1CC[C@H](CCNS(=O)(=O)c2cccc(Cl)c2)O[C@@H]1CO)c1ccc(F)cc1 | 2.3
Cc1ccc(S(=O)(=O)NCC[C@H]2CC[C@H](NC(=O)c3cccnc3)[C@@H](CO)O2)cc1 | -0.3[25 µM]
COc1cc2c(cc1O)CCN(C(=O)c1ccco1)C2C (configuration not stated) | -8.0
COc1cc(C(=O)NCC(c2ccco2)N2CCOCC2)cc(OC)c1OC (configuration not stated) | 19.2
COCCN(C[C@@H]1[C@@H](c2ccccc2)[C@@H](CO)N1C(C)=O)C(=O)c1cccnc1 | -1.5[25 µM]
Cc1occc1C(=O)NC(C)C1CCCO1 (configuration not stated) | 3.6
Cc1nnc(SCc2ccc3c(c2)OCO3)s1 | -45.2
Cc1noc(C)c1COC(=O)c1cc2ccccc2cc1O | -6.9
COc1cc(CO)ccc1OCc1nnnn1-c1ccc(C)cc1 | -1.5
O=C(C[C@@H]1C[C@H]2c3cc(NC(=O)NC4CCCCC4)ccc3O[C@H]2[C@@H](CO)O1)NC1CCCC1 | -3.6
O=C(CNCC1(N2CCOCC2)CCCCC1)Nc1ccc(Cl)cc1 | 3.9
CCOc1cc(C=O)ccc1OCCSc1ccc(C)cc1 | -21.9

A portion of the library; rates above refer to the full screens.
